From PubChem
TDP1 inh – qHTS Assay for Inhibitors of Tyrosyl-DNA Phosphodiesterase (TDP1). Tyrosyl-DNA phosphodiesterase 1 (Homo sapiens), Q9NUW8. recombinant TDP1, AlphaScreen DNA substrate cleavage. Potency, µM (series often up to 130 µM), without a hit: at the highest dose activity change, negative = inhibition, usual class: inhibitors. hit rate 0.28% among 350,000. AID 485290, 2010; note: nearly all actives have a fitted effect of over 40% in size
Target sequence (Q9NUW8 whole entry, looked up): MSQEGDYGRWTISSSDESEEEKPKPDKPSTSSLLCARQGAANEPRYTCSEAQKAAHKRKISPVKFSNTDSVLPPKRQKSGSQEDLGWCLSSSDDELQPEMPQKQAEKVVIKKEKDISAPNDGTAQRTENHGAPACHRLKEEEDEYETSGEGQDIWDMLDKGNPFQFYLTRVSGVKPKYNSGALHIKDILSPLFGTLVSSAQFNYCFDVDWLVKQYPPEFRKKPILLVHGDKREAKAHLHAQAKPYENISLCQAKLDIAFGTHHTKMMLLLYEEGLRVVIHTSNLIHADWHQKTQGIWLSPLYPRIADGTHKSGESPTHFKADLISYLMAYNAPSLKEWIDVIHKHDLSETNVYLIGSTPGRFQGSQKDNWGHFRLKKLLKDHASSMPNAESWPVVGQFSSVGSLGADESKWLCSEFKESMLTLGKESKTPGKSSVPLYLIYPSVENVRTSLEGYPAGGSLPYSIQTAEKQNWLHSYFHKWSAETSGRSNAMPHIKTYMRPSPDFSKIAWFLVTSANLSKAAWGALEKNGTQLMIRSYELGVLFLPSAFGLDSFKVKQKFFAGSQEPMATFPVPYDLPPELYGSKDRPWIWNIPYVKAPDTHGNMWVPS
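Tdp1 1 nM final; 15 min RT w/ cpd; substrate 15 nM, 5 min; beads 10 ug/ml, 10 min; AlphaScreen read. Neg ctrl: no enzyme.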
FEN1 inh – qHTS Assay for the Inhibitors of Human Flap endonuclease 1 (FEN1); Recombinant FEN1 flap cleavage, fluorescence, 15 min; hit rate 0.35% among 390,000; P39748; Potency, µM (doses to about 114 µM), without a hit: top-dose activity change, negative = inhibition, hits mostly inhibitors; note: nearly all actives have a fitted effect of over 65% in size
Target sequence (P39748 whole entry, looked up): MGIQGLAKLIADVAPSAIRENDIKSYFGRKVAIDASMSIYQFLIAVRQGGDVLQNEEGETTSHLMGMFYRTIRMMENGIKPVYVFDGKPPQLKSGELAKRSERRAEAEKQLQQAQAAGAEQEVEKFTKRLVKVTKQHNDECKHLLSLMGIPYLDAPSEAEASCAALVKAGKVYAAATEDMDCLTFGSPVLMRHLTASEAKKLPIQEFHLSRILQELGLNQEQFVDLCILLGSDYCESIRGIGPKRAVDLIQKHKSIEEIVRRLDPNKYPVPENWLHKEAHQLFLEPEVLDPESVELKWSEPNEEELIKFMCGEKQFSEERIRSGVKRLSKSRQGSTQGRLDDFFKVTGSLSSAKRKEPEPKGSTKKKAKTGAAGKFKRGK
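Potency values derive from four-parameter Hill fits of normalized qHTS data. The reaction used 10 nM FEN1 preincubated 15 min at room temperature with compound, then 50 nM DNA substrate, read at 0 and 15 min.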
The depositor's hits bear a star; ? = inconclusive; . = no result given. Calls come from the whole dose curve; as a rule, active = well fitted inhibition curve with a large enough effect; inconclusive = small, poorly fitted or top-dose-only effect; inactive = no such curve, though single readings can be large or run the other way. % is set by controls: 0 for no effect and ±100 for the full control effect; potency is the fitted concentration of half-maximal effect.

entry	Compound	FEN1 inh	TDP1 inh
1	CCc1cc2c(s1)c1cnn(Cc3ccccc3F)c(=O)c1n2C	.	-1%
2	NS(=O)(=O)c1ccc(NC(=O)CCC(=O)O)cc1	.	4%
3	CC(C)(C)c1ccc(C(=O)CCCN2CCC(OC(c3ccccc3)c3ccccc3)CC2)cc1	.	2%
4	CS(=O)(=O)Nc1cccc(-c2cc(F)c(S(=O)(=O)N3CCN(S(=O)(=O)c4ccc5c(c4)OCCO5)CC3)cc2F)c1	.	-5%
5	COc1ccc(C(=O)N(Cc2ccccc2)Cc2ccc(OC)c(COc3ccc(NC(C)=O)cc3)c2)c(O)c1	.	-3%
6	CCCCCCCCCCCC(=O)[O][Sn]([CH2]CCC)([CH2]CCC)[O]C(=O)CCCCCCCCCCC	.	4%
7	O=S(=O)(Nc1ccc(O)c2ncccc12)c1ccccc1F	.	2%
8	O=P(c1ccccc1)(c1ccccc1)c1cnc2ccccn12	.	2%
9	CC(=O)OC[C@]12CC[C@H]3[C@@](C)(CC[C@H]4C(C)(C)CCC[C@]34C)[C@@H]1C[C@@H](C1=CC(=O)O[C@@H]1OC(C)=O)O2	.	1%
10	NC(=O)C1c2ccccc2CCc2ccccc21	.	4%

Fetched by structure from the entries so far (2):
entry	Compound	FEN1 inh	TDP1 inh
9	CC(=O)OC[C@]12CC[C@H]3[C@@](C)(CC[C@H]4C(C)(C)CCC[C@]34C)[C@@H]1C[C@@H](C1=CC(=O)O[C@@H]1OC(C)=O)O2	.	1%
10	NC(=O)C1c2ccccc2CCc2ccccc21	.	4%

(continued)
entry	Compound	FEN1 inh	TDP1 inh
11	Oc1ccc(CCc2c(F)cccc2F)c2cccnc12	.	0%
12	O=S(=O)(O)c1cc(I)c(O)c2ncccc12	.	-2%
13	Cc1ccc(NS(=O)(=O)c2ccc(Cl)cc2)cc1C	.	-5%
14	Cc1ccccc1OCC(O)CNCCOc1ccc(C(N)=O)cc1 (stereo not drawn)	.	4%
15	O=C1c2ccccc2C(=O)N1c1ccccc1O	.	1%
16	Cc1ccc(NS(=O)(=O)c2ccc3c(c2)CCO3)cc1C	.	1%
17	Cc1c(P(=S)(c2ccccc2)c2ccccc2)c2ccccc2n1C(=O)NCc1ccccc1	.	1%
18	O=S1(=O)N=C(Oc2cccc(C(F)(F)F)c2)c2ccccc21	.	2%
19	CN1CCN(c2cc3c(nn2)Oc2ccccc2N3C)CC1	.	-12%
20	O=c1c2ccccc2nc(-c2ccccc2O)n1Cc1ccccc1	.	-1%
21	CCn1cnc2c(Nc3ccc(CCC(=O)N=C(N)N)cc3)nc(C#N)nc21	.	0%
22	CNc1cc2c(cc1S(=O)(=O)Nc1ccc(C)c(C)c1)CCC(=O)N2	.	2%
23	COC(=O)c1cc(F)c(S(=O)(=O)N2CCN(S(=O)(=O)c3ccc4c(c3)OCCO4)CC2)cc1F	.	0%
24	O=C(O)c1cc(F)c(S(=O)(=O)N2CCN(S(=O)(=O)c3ccc4c(c3)OCCO4)CC2)cc1F	.	-4%
25	COc1ccc(CN2CCN(c3ncnc4sc5c(c34)CCCC5)CC2)cc1F	-15%	.
26	Cn1cnc([N+](=O)[O-])c1S(=O)(=O)Oc1ccccc1	-3%	.
27	CC(C)CCNC(=O)c1onc(CSc2ccccn2)c1C(=O)NCCC(C)C	?	.
28	Cc1cccc(CCNS(=O)(=O)c2ccc(S(=O)(=O)N3CCC(C)CC3)cc2)c1	-6%	.
29	COc1cc(C(=C(CC(=O)O)C(=O)O)c2ccc3c(c2)OCO3)cc(OC)c1OC	1%	.
30	CSc1nnnc2ccccc12	-1%	.

Structural class: the entries above with a carbonyl joined to an NH by a bond outside any ring.
entry	Compound	FEN1 inh	TDP1 inh
2	NS(=O)(=O)c1ccc(NC(=O)CCC(=O)O)cc1	.	4%
5	COc1ccc(C(=O)N(Cc2ccccc2)Cc2ccc(OC)c(COc3ccc(NC(C)=O)cc3)c2)c(O)c1	.	-3%
10	NC(=O)C1c2ccccc2CCc2ccccc21	.	4%
14	Cc1ccccc1OCC(O)CNCCOc1ccc(C(N)=O)cc1 (stereo not drawn)	.	4%
17	Cc1c(P(=S)(c2ccccc2)c2ccccc2)c2ccccc2n1C(=O)NCc1ccccc1	.	1%
27	CC(C)CCNC(=O)c1onc(CSc2ccccn2)c1C(=O)NCCC(C)C	?	.

Carrying on.
entry	Compound	FEN1 inh	TDP1 inh
31	Nc1ccc2c(c1)C(=NO)c1ccccc1-2	-22%	.
32	ClC1(CNc2ccccc2)CCN(Cc2ccccc2)CC1	-11%	.
33	Cn1c(=O)c2[nH]c(Cc3cccc4ccccc34)nc2n(C)c1=O	2%	.
34	O=C(NCCCN1CCOCC1)c1onc(CSc2ccccn2)c1C(=O)NCCCN1CCOCC1	3%	.
35	COc1ccc(C(=O)NNC(=O)c2ccc3ccccc3c2)cc1	9%	.
36	O=C(NN=Cc1ccc2c(c1)OCO2)c1ccccc1	9%	.
37	CCCCn1c(CN(Cc2ccccc2)Cc2ccccc2)nc2c1c(=O)n(C)c(=O)n2C	-3%	.
38	Nc1c(Br)cc2c([nH]c(=O)c3ccccc32)c1Br	-7%	.
39	COc1cc2nc(N3CCCN(C)CC3)nc(NC3CCNCC3)c2cc1OC	25µM*	.
40	CCOc1cc(C)nc(N2CCC(C(=O)NC3CC3)CC2)n1	1%	.
41	COC(=O)C[C@H]1c2cc(F)ccc2S(=O)(=O)N1C(C)C	-2%	.
42	CCOc1ccccc1C(=O)Nc1ccc2nc(N3CCN(c4ncccn4)CC3)cc(C)c2c1	-9%	.
43	CC12CC(=O)C3C(CCC4=CC(=O)CCC43C)C1CC=C2CC(=O)O (stereo not drawn)	-5%	.
44	COc1ccc(-n2cnc(=S)[nH]c2=S)cc1	-3%	.
45	COc1ccc(-c2noc3c2-c2nc(-c4ccc(C)cc4)sc2CC3)cc1	12%	.
46	CCOC(=O)c1c(Nc2cc(C)cc(C)c2)nnc(-c2ccccc2)c1-c1ccccc1	-16%	.
47	CC1(C)C2CCC1(C)C(SC(=N)N)C2 (stereo not drawn)	2%	.
48	O=C(O)c1cccc(NS(=O)(=O)c2ccc(Cl)c(C(=O)Nc3cccc([N+](=O)[O-])c3)c2)c1	-4%	.
49	CCC(=O)N1CCc2cc(Br)c(S(=O)(=O)NCCN3CCCCC3CC)cc21 (stereo not drawn)	2%	.
50	COc1cc(-c2nccc3cc4c(cc23)OCO4)cc(OC)c1OC	-3%	.
51	COc1ccc(C(=O)OCC(O)COC(=O)c2ccc(OC)cc2)cc1	9%	.
52	COC(=O)c1ccc(NC(=O)COc2ccccc2C(=O)Nc2ccccc2)cc1	-13%	.
53	O=C(C1CCN(CCc2ccccc2)CC1)N1CCOCC1	5%	.
54	Oc1c(CN2CCCCC2)ccc2cccnc12	?	.
55	Cc1c[n+]([O-])ccc1[N+](=O)[O-]	-6%	.
56	CCOc1ccc(NC(=O)c2cccc(S(=O)(=O)Nc3c(C)n(C)n(-c4ccccc4)c3=O)c2)cc1	2%	.
57	O=C1NC[C@H](Cc2ccccc2)N(CC2CCN(CCc3ccc(-c4ccccc4)cc3)CC2)C1=O	-2%	.
58	CC(C)(C)C1CCc2c(sc(NC(=O)c3cccc(Cl)c3)c2C(N)=O)C1 (stereo not drawn)	4%	.
59	CCn1c(=O)c2c3c(sc2n2c(SCc4ccc(F)cc4)nnc12)CCCC3	2%	.
60	Cc1cc(N2CCN(c3ccccn3)CC2)n2nc(C)nc2n1	-3%	.
61	C/C(=N/Nc1ccc(C(=O)c2c(C)cc3ccccn23)cc1[N+](=O)[O-])c1ccc(O)cc1	10%	.
62	Cn1c(SCCc2ccc([N+](=O)[O-])cc2)nccc1=O	11%	.
63	O=C(NC1CCN(Cc2ccccc2)CC1)c1ccccc1NS(=O)(=O)c1ccc(F)c(F)c1	3%	.
64	O=C1C2C3CCC(O3)C2C(=O)N1c1nccs1 (stereo not drawn)	-4%	.
65	Cc1cc(C([O-])=C(C(=S)Nc2ccccc2)[n+]2ccccc2)c(C)n1-c1ccccc1	-5%	.
66	O=c1cc(Cl)nc2ccccn12	-5%	.
67	CC1Cc2c([nH]c(=O)n(-c3ccccc3)c2=O)O1 (stereo not drawn)	-18%	.
68	COc1ccc(C2=NOC(C)(c3sc(-c4ccc(Cl)cc4)nc3C)C2)cc1 (stereo not drawn)	-6%	.
69	CCN(CC)C(=O)c1c(NC(=O)c2cccc(C)c2)sc2c1CCC(C)C2 (stereo not drawn)	-2%	.
70	Brc1cccc[n+]1C/C=C/C[n+]1ccccc1Br	-2%	.
71	COc1nc(NC2CCCCC2)nc(NC(C)(C)C)n1	-5%	.
72	O=C(Nc1ccc(Oc2ccccc2)cc1)C1CCN(S(=O)(=O)c2ccc(Cl)cc2)CC1	20%	.
73	O=C(NCCCc1ccccc1)c1cccc(NC(=O)C2CCCCC2)c1	1%	.
74	O=C(Nc1ncc(Cc2ccccc2)s1)C1CCN(C(=O)c2ccco2)CC1	-16%	.
75	COc1ccc(OC)c(/C=C2\Cc3ccccc3C2=O)c1	0%	.
76	CCOC(=O)C1Nc2ccccc2C2C(O)C(O)CC12 (stereo not drawn)	-25%	.
77	CCCNc1ncc2c(=O)[nH][nH]c(=O)c2n1	10%	.
78	COc1cc(OC)c(OC)cc1/C=C/c1nccc2ccccc12	?	.
79	O=C1c2ccccc2S(=O)(=O)c2cc(C(=O)N3CCN(C(=O)c4ccccc4)CC3)ccc21	2%	.
80	OCC[C@@H]1C[C@H](O)[C@@H](O)[C@]2(CCCO2)O1	-14%	.

Other structures:
entry	Compound	FEN1 inh	TDP1 inh
81	O=[N+]([O-])c1ccc(S(=O)(=O)c2cccc(C(F)(F)F)c2)nc1	-7%	.
82	CN(C)c1ccc(/C=C/c2ccnc3c(-c4ccccc4)cccc23)cc1	-18%	.
83	Cn1cnc([N+](=O)[O-])c1Sc1nc(N)nc2c1ncn2C1OC(CO)C(O)C1O (stereo not drawn)	4%	.
84	CCn1c(=O)n(C)c2c(=O)n(C)c(=O)n(C)c21	3%	.
85	Cc1cc2oc3ccc(NCCCn4ccnc4)cc3c(=O)c2cc1C	0%	.
86	C=C1C=C(C)n2ncc(C(=O)Nc3cccc4cnccc34)c2N1	?	.
87	CC(=O)N(C(C)=O)c1cccc(N(Cc2ccccc2)Cc2ccccc2)c1	1%	.
88	CCc1nnc(NC(=O)C2CCCN(C(=O)c3ccoc3)C2)s1 (stereo not drawn)	14%	.
89	CCN1C[C@@H]2[C@@H]3C(=O)N(Cc4ccccc4)C(=O)[C@@H]3[C@](C)(C1=O)N2C(=O)c1ccc(Cl)c(Cl)c1	14%	.
90	O=C(c1ccccc1)c1coc(-c2ccccc2)c1	5%	.
91	O=c1oc2ccc3ccccc3c2cc1-c1nc2ccccc2o1	-4%	.
92	c1csc(Cc2nc(-c3ccc(-n4cccc4)cc3)no2)c1	9%	.
93	c1csc(-c2nn3c(C4CCCCC4)nnc3s2)c1	17%	.
94	CCOC(=O)c1ccc(NC(=O)C2CCN(S(=O)(=O)c3ccc(C)cc3)CC2)cc1	-3%	.
95	COc1ccccc1C(=O)C(=O)c1ccccc1OC	11%	.
96	COc1ccc(C2C=C(c3ccc(Cl)c(Cl)c3)Nc3ncnn32)cc1 (stereo not drawn)	3%	.
97	Cc1cc(C)c(S(=O)(=O)Nc2cc(Cl)c3oc4c(c3c2)C(=O)CCC4)cc1C	13%	.
98	CCCCCCSc1nc(N)c2c3c(sc2n1)CCCC3C (stereo not drawn)	-7%	.
99	c1ccc(COc2ncnc3c2ncn3CCCNCC2CCCO2)cc1 (stereo not drawn)	-11%	.
100	CC(Oc1ccccc1Cl)C(=O)Nc1ccc(S(=O)(=O)N2CCN(C)CC2)cc1 (stereo not drawn)	?	.
101	COC(=O)C1CC2=C(CCCC2=O)N(Cc2ccccc2)C1=O (stereo not drawn)	12%	.
102	COc1ccccc1N1CCN(CC(O)COc2ccc(Cl)c(C)c2)CC1 (stereo not drawn)	?	.

These rows are one share of the data; the hit share may differ from the screen's.
